High-throughput results: PubChem BioAssay, several laboratories
ERb SRC1 inh: inhibitors of ERβ-SRC1 coactivator interaction, primary screen, biochemical, TR-FRET, ERβ LBD, SRC-1 peptide | Estrogen receptor beta (Homo sapiens), Q92731 | TR-FRET ER-beta LBD / SRC1-Cy5 peptide binding; receptor agonist-loaded with 1 µM estradiol | inhibition, % at 25.6 µM | actives 1.3% (n = 86,000) | AID 633, 2007;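 active means compounds whose percent inhibition of the receptor-coactivator binding signal exceeds about 50% in the single-dose screen, limit read from the data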;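 further: 0% = receptor plus peptide wells without compound and 100% = peptide-only wells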
Target sequence (Q92731 whole entry, looked up, the tested form may be a part): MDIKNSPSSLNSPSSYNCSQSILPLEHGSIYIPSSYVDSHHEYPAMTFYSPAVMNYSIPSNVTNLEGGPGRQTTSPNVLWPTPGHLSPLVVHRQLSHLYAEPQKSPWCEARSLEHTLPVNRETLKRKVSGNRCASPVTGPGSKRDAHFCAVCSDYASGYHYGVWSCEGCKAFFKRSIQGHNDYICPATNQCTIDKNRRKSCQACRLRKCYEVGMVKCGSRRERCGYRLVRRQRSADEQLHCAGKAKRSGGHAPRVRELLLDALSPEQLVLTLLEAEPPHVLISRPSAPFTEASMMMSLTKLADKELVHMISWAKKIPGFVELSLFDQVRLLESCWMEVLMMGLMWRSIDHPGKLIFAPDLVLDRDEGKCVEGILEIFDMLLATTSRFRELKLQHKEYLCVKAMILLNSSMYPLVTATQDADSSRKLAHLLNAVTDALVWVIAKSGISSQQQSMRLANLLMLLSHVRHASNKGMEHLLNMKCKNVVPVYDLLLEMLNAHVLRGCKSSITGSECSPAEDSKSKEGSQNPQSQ
Mac1 fbg enh: enhancers of CD11b/CD18 adhesion to fibrinogen, primary screen, K562 cells, luminescence; ATPlite luminescence; actives 0.07% (n = 93,000); activation, % at 10 µM; Integrin beta-2 (Homo sapiens) + Integrin alpha-M (Homo sapiens), P05107+P11215;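 active means 10 µM primary screen giving 50% or more activity, confirmed by 40% or more on retest at that dose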; further: strong numbers were not always called active; reference of the scale not given here
Calb biofilm kill: clotrimazole potentiators killing Candida biofilms, primary screen, with clotrimazole, Alamar Blue. C. albicans biofilm + clotrimazole. AID 834, 2007. actives 0.14% (n = 85,000). inhibition, % at 6 µM;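 active means inhibition above 20%; inactive means inhibition below 20%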;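 further: preformed 24 hr biofilms exposed to compound for 48 hr; 0% = biofilm without compound and 100% = blank killed by clotrimazole plus chlorhexidine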
MT1-MMP txn act: MT1-MMP promoter reporter activation – cell-based, luciferase luminescence, primary screen | actives 0.16% (n = 86,000) | activation factor at 10 µM | HT1080 MT1-MMP promoter luciferase reporter, overnight; active compounds read high;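 active means activation factor of at least 2 for MT1-MMP transcription at 10 µM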
CD11b adhes inh: inhibitors of CD11b/CD18 adhesion to fibrinogen, primary screen, K562 cells, luminescence | Integrin beta-2 (Homo sapiens) + Integrin alpha-M (Homo sapiens), P05107+P11215 | ATPlite luminescence; Mn2+ added to activate the integrin | inhibition, % at 10 µM | actives 0.54% (n = 93,000) | AID 1497, 2009;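 active means primary inhibition of 50% or more at 10 µM, then 40% or more on retest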; further: some results filed as inactive read as strong as hits
ERa coact pot: enhancers of ERα–SRC-1 coactivator binding, primary screen, biochemical, TR-FRET, ERα LBD, low estradiol | Estrogen receptor (Homo sapiens), P03372 | TR-FRET ERalpha-LBD/SRC-Cy5 coactivator binding, 2 h; 100 = basal binding, no effect | coactivator binding (% of control), % at 25.6 µM | actives 1.3% (n = 86,000) | AID 639, 2007; in the data active means activity above about 200%;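 further: binding measured in presence of low estradiol as agonist stimulus; 0% = peptide alone without receptor and 100% = receptor with peptide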
sEH inh: soluble epoxide hydrolase inhibitors, primary screen, biochemical, human sEH; actives 0.34% (n = 91,000); inhibition, % at 2 µM; Bifunctional epoxide hydrolase 2 (Homo sapiens), P34913; recombinant human sEH enzymatic activity assay; in the data active means inhibition above about 80%; further: values of inactives mirror those of a sister screen read the other way; many of its hits are not listed in these tables
Smad3 inh: Smad3/FoxH1 peptide binding inhibitors, primary screen, biochemical, TR-FRET; TR-FRET Smad3/Dy647-FoxH1 peptide binding, europium anti-His; inhibition, % at 25 µM; actives 0.29% (n = 88,000); AID 630, 2007;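 active means compounds that reduce the energy-transfer binding signal between the protein and its labelled peptide by more than half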;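 further: 0% = Smad3 plus labelled peptide maximal FRET and 100% = peptide-only background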
Target sequence (P84022 whole entry, looked up): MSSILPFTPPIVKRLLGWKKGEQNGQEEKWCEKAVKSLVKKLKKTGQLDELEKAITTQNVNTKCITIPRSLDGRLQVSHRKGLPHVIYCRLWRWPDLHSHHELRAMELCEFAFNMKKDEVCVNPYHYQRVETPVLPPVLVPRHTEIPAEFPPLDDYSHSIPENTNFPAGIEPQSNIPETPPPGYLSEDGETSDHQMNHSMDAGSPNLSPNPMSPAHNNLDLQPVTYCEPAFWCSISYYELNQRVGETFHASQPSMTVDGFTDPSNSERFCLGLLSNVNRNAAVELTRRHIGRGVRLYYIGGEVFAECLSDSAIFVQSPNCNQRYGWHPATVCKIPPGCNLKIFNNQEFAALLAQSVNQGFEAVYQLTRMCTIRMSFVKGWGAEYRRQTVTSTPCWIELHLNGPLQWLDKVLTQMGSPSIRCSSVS
sEH act: soluble epoxide hydrolase activators, primary screen, biochemical, human sEH | Bifunctional epoxide hydrolase 2 (Homo sapiens), P34913 | purified human sEH enzymatic activity, activator screen | activation, % at 2 µM | actives 0.04% (n = 91,000) | AID 717, 2007; in the data active means activation above about 37%; further: values of inactives mirror those of a sister screen read the other way
* marks the source's active call; other numbers are inactive results; · = no result given; [ ] = dose if it differs, or a comment.

SMILES	ERb SRC1 inh	Mac1 fbg enh	Calb biofilm kill	MT1-MMP txn act	CD11b adhes inh	ERa coact pot	sEH inh	Smad3 inh	sEH act
CCc1cccc(NC(=O)NC2CCCCC2)c1	-9	4	8	1.4	3	121	94*	4	-94
CCN(CC)c1ncnc2scc(C3COc4ccccc4O3)c12 (stereo unspecified)	-3	·	3	1.1	·	87	-21	-6	20
O=C(Nc1ccc(Cc2ccncc2)cc1)C1CCC(N2C(=O)C3C4C=CC(C4)C3C2=O)CC1 (stereo unspecified)	·	-4	·	·	22	·	72	·	-72
Cc1cccc2c(-c3ccccc3)cc(=O)[nH]c12	-1	·	4	1	·	100	3	3	0
O=C(C(c1ccccc1)c1ccccc1)N1CCOCC1	3[fluorescence artefact?]	-1	4	1.3	-8	98	-9	13	11
C=CCNC(=O)CCNS(=O)(=O)c1ccc(Br)cc1	8	-4	4	1.2	8	94	·	-7	·
CC(=O)C1=C(C)Nc2ncnn2C1c1ccccc1OCc1ccccc1 (stereo unspecified)	-24	-4	2	·	-5	88	-4	7	8
CCCCN1C(=O)c2ccc(C(=O)Nc3cccc(C)c3C)cc2C1=O	-8	1	6	1.2	-12	95	23	8	-21

Entries shown so far that contain a carbonyl joined to an NH by a bond outside any ring, in the order listed:
SMILES	ERb SRC1 inh	Mac1 fbg enh	Calb biofilm kill	MT1-MMP txn act	CD11b adhes inh	ERa coact pot	sEH inh	Smad3 inh	sEH act
CCc1cccc(NC(=O)NC2CCCCC2)c1	-9	4	8	1.4	3	121	94*	4	-94
O=C(Nc1ccc(Cc2ccncc2)cc1)C1CCC(N2C(=O)C3C4C=CC(C4)C3C2=O)CC1 (stereo unspecified)	·	-4	·	·	22	·	72	·	-72
C=CCNC(=O)CCNS(=O)(=O)c1ccc(Br)cc1	8	-4	4	1.2	8	94	·	-7	·
CCCCN1C(=O)c2ccc(C(=O)Nc3cccc(C)c3C)cc2C1=O	-8	1	6	1.2	-12	95	23	8	-21

Gathered by group: those above containing sulfur
SMILES	ERb SRC1 inh	Mac1 fbg enh	Calb biofilm kill	MT1-MMP txn act	CD11b adhes inh	ERa coact pot	sEH inh	Smad3 inh	sEH act
CCN(CC)c1ncnc2scc(C3COc4ccccc4O3)c12 (stereo unspecified)	-3	·	3	1.1	·	87	-21	-6	20
C=CCNC(=O)CCNS(=O)(=O)c1ccc(Br)cc1	8	-4	4	1.2	8	94	·	-7	·

Going on with the list:
SMILES	ERb SRC1 inh	Mac1 fbg enh	Calb biofilm kill	MT1-MMP txn act	CD11b adhes inh	ERa coact pot	sEH inh	Smad3 inh	sEH act
Cc1cc(NC(=O)CC(CN(C)S(=O)(=O)c2ccccc2)c2ccccc2)no1 (stereo unspecified)	-10	-1	1	1.1	-6	99	·	3	·
CNC(=O)C1CCC(=O)N1Cc1ccc(C)cc1 (stereo unspecified)	·	3	·	1	-10	·	6	·	-3
O=C(c1ccco1)N1CCN=C1SCc1ccccc1F	3[fluorescence artefact?]	-1	6	1.1	16	111	·	-10	·
O=C(CSc1nnnn1C1CCCC1)Nc1ccc2c(c1)OCCO2	-7	-3	8	1.3	-1	119	22	-3	-20
CC(=O)Nc1ccc(S(=O)(=O)NC2(C(F)(F)F)C(=O)Nc3c2c(=O)[nH]c(=O)n3C)cc1 (stereo unspecified)	12[fluorescence artefact?]	0	-4	1	3	108[fluorescence artefact?]	0	12	2
CC(C)OC(=O)CSc1nnc(-c2ccncc2)n1N	7[fluorescence artefact?]	2	-2	1.2	-9	111	10	-3	-9
Cc1cc(C(=O)CSc2nnc(N)s2)c(C)n1-c1c(C)n(C)n(-c2ccccc2)c1=O	3	-5	-4	·	-48	92[fluorescence artefact?]	15	8	-13
C=CCOc1ccc(/C(O)=C2/C(=O)C(=O)N(CCCN3CCOCC3)C2c2ccccc2)cc1 (stereo unspecified)	2[fluorescence artefact?]	·	6	1.3	·	101	1	16[fluorescence artefact?]	3

(cont.)
SMILES	ERb SRC1 inh	Mac1 fbg enh	Calb biofilm kill	MT1-MMP txn act	CD11b adhes inh	ERa coact pot	sEH inh	Smad3 inh	sEH act
Cc1cc(C(=O)NCCCN2CCOCC2)n(-c2ccccc2)n1	-11	0	4	1	-5	109	-2	3	2
CCOC(=O)C(NC(=O)CC)C(O)c1cccc([N+](=O)[O-])c1 (stereo unspecified)	·	-2	·	·	-19	·	-5	·	3
CCn1c(SC)nnc1-c1ccc(S(=O)(=O)N2CCCCC2)cc1	-7	·	-3	1.1	·	109	2	1[fluorescence artefact?]	1
O=C(CCn1cnc2ccccc2c1=O)Nc1ccc2c(c1)OCCO2	-1	4	-1	1.5	-3	100	6	-8	-3
Cn1c(OCc2cccnc2)nc2c1c(=O)n(Cc1ccccc1)c(=O)n2C	-20	·	3	1.1	·	108	12	1	-12
CC1(C(=O)O)CCC(C(=O)Nc2ccccc2O)C1(C)C (stereo unspecified)	3	0	3	·	-21	88[fluorescence artefact?]	-4	7	4
CC1CCCCC1NC(=O)c1cn(C)c2ccc(S(=O)(=O)N3CCCC3)cc2c1=O (stereo unspecified)	0	1	-5	1.2	4	92	·	-15	·
Cc1noc(C)c1S(=O)(=O)N1CCCC(C(=O)N2CCC(C)CC2)C1 (stereo unspecified)	·	-1	·	1.2	-14	·	-20	·	22

(further entries)
SMILES	ERb SRC1 inh	Mac1 fbg enh	Calb biofilm kill	MT1-MMP txn act	CD11b adhes inh	ERa coact pot	sEH inh	Smad3 inh	sEH act
O=C(c1ccc2nc(-c3ccco3)c(-c3ccco3)nc2c1)N1CCN(c2ncccn2)CC1	86*[fluorescence artefact?]	1	6	1.1	-4	26[fluorescence artefact?]	2	17	1
O=C(Cn1ccsc1=NC(=O)C(F)(F)F)c1ccccc1	·	5	·	·	4	·	3	·	-1
CS(=O)(=O)N1CCN(c2ccccc2NC(=O)c2ccc(Br)o2)CC1	39	2	0	1.1	-7	96[fluorescence artefact?]	-4	-14	4
Cc1ccc2c(c1)c1ncnc(N3CCOCC3)c1n2C	-18	1	4	1.6	-2	89[fluorescence artefact?]	-3	16	3
Cc1ccc(N2C(=O)CC3(CC4C=CC3C4)C2=O)cc1 (stereo unspecified)	2[fluorescence artefact?]	4	1	1.1	-17	109	·	6	·
COCCCn1c2nc3ccccc3nc2c2c(=O)n(-c3ccccc3OC)c(C)nc21	5[fluorescence artefact?]	·	0	1.1	·	319*	·	7	·
Cc1ccc(NC(=O)C2CCN(S(=O)(=O)c3c(C)[nH]c(=O)[nH]c3=O)CC2)cc1	·	-2	·	·	-4	·	-5	·	2
NC(=O)c1sc2nc3c(c(-c4cccs4)c2c1N)CCCCC3	16	-4	6	1.4	-1	199	-1	6[fluorescence artefact?]	4

Continued.
SMILES	ERb SRC1 inh	Mac1 fbg enh	Calb biofilm kill	MT1-MMP txn act	CD11b adhes inh	ERa coact pot	sEH inh	Smad3 inh	sEH act
O=C(NCc1ccncc1)c1cccc(F)c1	25[fluorescence artefact?]	1	8	·	6	99	·	7	·
CCC(=O)Nc1ccc(N2CCN(Cc3ccccc3F)CC2)cc1	-13	-1	-2	1.9	-1	111	-10	1	10
COc1cc(C2C3C(=O)N(c4ccc(F)cc4)C(=O)C3ON2c2ccccc2)ccc1O (stereo unspecified)	-4	-5	0	1.1	10	115	·	3	·
CCOC(=O)N1CCN(C(=O)C2CC(=O)N(Cc3ccc(OC)cc3)C2)CC1 (stereo unspecified)	·	-1	·	1.1	-24	·	-8	·	6
CC(C)N(C(=O)CSc1ncnc2sc(-c3ccccc3)cc12)C(C)C	-4	-5	5	1.1	24	92	-2	-9	0
COc1cccc(-c2noc(C3CCCN(C(=O)Cc4ccccc4)C3)n2)c1 (stereo unspecified)	7	0	7	1.2	1	93	6	-24	-6
Cc1ccc(C2CC(C(F)(F)F)n3ncc(C(=O)NCc4ccco4)c3N2)cc1 (stereo unspecified)	-7	-2	9	1	-5	106	-16	3	15
Cc1csc(NC(=O)C2CCC(C)(C(=O)O)C2(C)C)n1 (stereo unspecified)	·	-6	·	1.4	-3	·	3	·	-2

(next part)
SMILES	ERb SRC1 inh	Mac1 fbg enh	Calb biofilm kill	MT1-MMP txn act	CD11b adhes inh	ERa coact pot	sEH inh	Smad3 inh	sEH act
CS(=O)(=O)N1CCN(C(=O)c2cc(-c3ccncc3)nc3ccc(Cl)cc23)CC1	2	-3	3	0.9	-1	100	3	-4	-2
COC(=O)c1sc(N)nc1C(C)(C)C	·	-2	·	·	15	·	-6	·	8
CCOC(=O)c1sc2nc3c(cc2c1N)COC(C)(C)C3	-7	·	5	1.1	·	104	9	-3	-9
CC(=O)N1CCc2cc(S(=O)(=O)NCCC(=O)NCCc3ccc(C)cc3)ccc21	1[fluorescence artefact?]	0	-3	1.3	30	100	·	4	·
CC(=O)c1ccc(CCCCCCCCCC(=O)O)s1	-4	-5	6	1	6	71	-21	-2	18
CCOC(=O)c1sc(N(C)C(C)=O)nc1C	5	·	4	1.1	·	93	-2	7	4
COC(=O)c1cc(NC(=O)Nc2cccc(Cl)c2)ccc1Cl	·	0	·	·	1	·	51	·	-50
COc1cc(/C=C2\SC(=S)N(Nc3ncc(C(F)(F)F)cc3Cl)C2=O)cc(OC)c1OC	-1	2	8	1.6	17	93[fluorescence artefact?]	3	0	-2

Next records follow:
SMILES	ERb SRC1 inh	Mac1 fbg enh	Calb biofilm kill	MT1-MMP txn act	CD11b adhes inh	ERa coact pot	sEH inh	Smad3 inh	sEH act
c1ccc2c(c1)ncn2CCn1cnc2ccccc21	-6	-1	8	0.9	-4	125[fluorescence artefact?]	·	3	·
CC(C)C(=O)Nc1ccc(NC(=O)c2ccccc2Cl)nc1	-7[fluorescence artefact?]	0	7	1.6	-3	129	·	5	·
COCCCNC(=O)CCSc1ccc(Cl)cc1	10	0	3	1.2	-10	81[fluorescence artefact?]	·	12	·
c1nc(N2CCC3(CC2)OCCO3)c2[nH]cnc2n1	-14	·	-1	1.3	·	116	·	5	·
CCOC(=O)c1cc2c(ccn2C)n1Cc1cc(C)ccc1C	-12	·	-1	1.1	·	94	9	10	-10
CCOC(=O)c1cccc(NC(=O)CSc2nnc(C)n2Cc2ccccc2)c1	-7	-2	5	1.1	-3	113[fluorescence artefact?]	11	12	-10
CCOC(=O)CSc1ccc(-c2nc3ccccc3[nH]2)cn1	-8[fluorescence artefact?]	-5	-3	1.2	6	92[fluorescence artefact?]	34	-2	-32
COc1ccccc1-c1nnc(NC(=O)c2ccc(S(=O)(=O)N(C)Cc3ccccc3)cc2)o1	1	·	-4	1.1	·	74[fluorescence artefact?]	23	-6	-22

Some of the compounds tested; rates above refer to the full screens.
